Y pestis TopoI: Y. pestis Topo-I inhibition via cleavage products; Y. pestis Topo-I cleavage product accumulation, plate reader; activity, % at 10 µM; 0.064% of 360,000 active; in the data active = activity above about 50%, passing the limit was not always enough; inconclusive = no clear call, values can overlap the other calls; also: inactives centre near 2
FBA Mtb inh: inhibits M. tuberculosis FBA enzyme. purified M. tuberculosis FBA, fluorescence read-out. inhibition, % at 1 µM. 2.3% of 360,000 active; in the data active = inhibition above about 27%;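 also: 0% = vehicle and 100% = reference inhibitor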
Mtb UGM inh: Mtb UDP-galactopyranose mutase inhibition | P9WIQ1 | purified UGM, fluorescence polarization probe displacement | inhibition, % at 10 µM | 0.06% of 320,000 active | AID 504406; in the data active = inhibition above about 10%, passing the limit was not always enough; inconclusive = no clear call, values can overlap the other calls
Vc quorum ag: quorum light induction in luxS cqsA deficient V. cholerae; AID 588436; V. cholerae BH1578 lux reporter, luminescence, 6 h; activation, % at 18.7 µM; 0.16% of 350,000 active; in the data active = activation mostly above about 9.7%, no sharp cut-off; inconclusive = no clear call, values can overlap the other calls; inactive = mostly below about 3.7%; also: not every result past the cut was called active; inactives centre near 0; reference of the scale not given here
GDH-TPI inh: GDH-TPI coupled enzyme inhibition counter-screen; GDH-TPI coupled enzyme counterscreen, NADH absorbance; inhibition, % at 4.8 µM; 1.2% of 360,000 active; in the data active = inhibition above about 30%;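 also: 0% = DMSO wells and 100% = wells lacking the enzyme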
BioA inh: blocks M. tuberculosis BioA enzyme activity; purified M. tuberculosis BioA enzyme, plate reader; inhibition, % at 9.99 µM; 0.096% of 360,000 active; in the data active = inhibition above about 40%; inconclusive = no clear call, values can overlap the other calls
FadD28 FP inh: M. tuberculosis FadD28 bisubstrate binding inhibition; FadD28 bisubstrate probe binding, fluorescence polarization; inhibition, % at 12.5 µM; 0.22% of 360,000 active; AID 588549; in the data active = inhibition above about 8.5%, passing the limit was not always enough; inconclusive = no clear call, values can overlap the other calls
TcdB GH inh: blocks C. difficile toxin B glycohydrolase activity; P18177; TcdB glycohydrolase enzymatic assay, plate reader; inhibition, % at 9.99 µM; 0.24% of 350,000 active; AID 652162; in the data active = inhibition above about 10%
PfHsp40 rescue: rescue of PfHsp40-mediated yeast toxicity. 0.68% of 340,000 active. S. cerevisiae expressing PfHsp40, growth rescue, ATP luminescence. growth rescue, % at 12.5 µM; in the data active = growth rescue above about 28%, passing the limit was not always enough; inconclusive = no clear call, values can overlap the other calls;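 also: yeast W303a lacking pdr1 and pdr3 grown in galactose medium; growth measured after three days at 30 °C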
An asterisk follows results filed as active; i = inactive; ? = inconclusive; . = no result given; & = joins results of further samples.

compound	Y pestis TopoI	FBA Mtb inh	Mtb UGM inh	Vc quorum ag	GDH-TPI inh	BioA inh	FadD28 FP inh	TcdB GH inh	PfHsp40 rescue
N#Cc1ccc(C(=O)OCC(=O)Nc2cccnc2Cl)cc1	-8	4	.	i	0	-1.4	2.2	0.5	-0.6
Oc1ccccc1CNc1cccc2cccnc12	0	1	0.8	-0.3	9	.	-2.4	-1.5	0.6
C=CCn1c(O)c(C=Nc2ccc(OC)cc2C)c(=O)[nH]c1=O	5	0	4.1	i	43*	-1.8	1.2	.	4.1
COc1ccc(NC(=O)N(C)C[C@H]2Oc3c(NC(=O)Nc4ccc(C(F)(F)F)cc4)cccc3C(=O)N([C@H](C)CO)C[C@@H]2C)cc1	-13	-1	0.5	i	15	-4.6&6.3	-3.7	-4.7	-0.4
Cc1cc(C)cc(-n2c(SCC(=O)Nc3cccc(S(=O)(=O)NC4=NCCCCC4)c3)nc3ccccc3c2=O)c1	6	0	-1.2	0.8	11	0.4	0.6	-0.3	0.9
Cc1ccc(-n2c3c(cc(C(=O)NCCCN4CCOCC4)c2=O)C(=O)CC(C)(C)C3)cc1	5	6	0.5	0.0	7	1.0	0.6	0.9	0.0
O=C(CSc1nnc(-c2cccs2)n1C1CC1)NCC1CCCO1 (centres undefined)	-5	0	1.2	-0.2	-13	3.5	-2.3	2.2	-1.6
COc1cccc(C2(O)C(=O)Nc3ccccc32)c1 (centres undefined)	-6	4	0.0	-0.5	10	-2.5	0.5	-1.5	.
CCCN(C(=O)CSc1nc(C2CC2)n(-c2ccccc2)n1)C1CCS(=O)(=O)C1 (centres undefined)	-4	6	-2.6	-4.5	10	0.2	-0.8	1.5	0.8
O=C(OCc1ccccc1)N1CCCCC1c1c(Cl)cccc1Br (centres undefined)	.	-4	.	.	.	11	-4.4	-0.1	.
Cc1ccc(N(CC(=O)NC2CC3CCC2C3)S(C)(=O)=O)cc1C (centres undefined)	26	-1	-0.3	-0.6	4	-3.4	-2.6	.	0.8
COc1ccc(C(=O)N2CCCc3ccccc32)cc1Br	11	1	-1.3	i	-6	18	-3.3	4.0	2.4
COC(=O)c1cccc(NC(=O)C23CC4CC(C2)CC(n2cncn2)(C4)C3)c1	-3	-1	0.6	-0.3	0	.	-2.6	.	?
Cc1nn(C2CC(O)C(O)C(CO)O2)c(=O)[nH]c1=O (centres undefined)	1	4	.	-1.1	3	.	-2.6	13*	-2.2
CC(C)c1ccc(C2NCc3ccccc3-n3cccc32)cc1 (centres undefined)	5	2	0.8	i	-12	-0.3	-2.3	1.0	-0.1
Cc1cccc(NC(=O)/C=C/c2ccc(Cl)cc2)n1	-1	-1	-0.3	-3.4	11	.	0.2	.	-0.8
CC(C)(C)c1ccc(-c2nnc(SCC(=O)NC3CC3)o2)cc1	6	1	-1.3	-5.6	11	0.7	-1.2	0.4	2.8
CN1CCN(c2ccc(Cl)cc2NC(=O)c2ccc(S(=O)(=O)N3CCCCCC3)cc2)CC1	-1	5	0.8	-0.3	5	1.0	-3.4	.	0.0
CCOc1cccc(C(=O)Nc2ccc(N3CCCC3)cc2)c1	-7	1	-0.1	0.0	11	0.6	-0.2	0.4	-1.6
CC1S/C(=N/N=C2CCC(C(C)(C)C)CC2)NC1=O (centres undefined)	2	-2	-3.4	i	0	0.3	-2.2	.	-1.1
COc1ccccc1N1CCN(S(=O)(=O)CCNC(=O)c2ccccc2Br)CC1	9	4	-1.5	2.1	-1	0.4	-1.9	0.0	0.0
Cc1cc(C(=O)OC(C(=O)Nc2cccc(C(F)(F)F)c2)c2ccccc2)c(C)o1 (centres undefined)	-14	-3	1.0	-0.2	-3	.	-3.2	.	-0.1
CC(C)C(=O)Nc1cccc(NC(=O)CCN2C(=O)c3ccccc3S2(=O)=O)c1	-2	0	1.6	i	11	-0.6	-1.8	0.8	-0.3
O=C(NCC1CCCO1)/C(=C/c1ccccc1F)NC(=O)c1ccccc1 (centres undefined)	2	1	-0.3	-0.3	0	-2.1	-1.6	0.2	1.7
CCCCNC(=O)N1CCN(C(=O)c2ccco2)CC1	-1	2	0.3	i	8	.	1.4	-0.1	-1.2

Copied from the list:
COc1ccc(NC(=O)N(C)C[C@H]2Oc3c(NC(=O)Nc4ccc(C(F)(F)F)cc4)cccc3C(=O)N([C@H](C)CO)C[C@@H]2C)cc1 – BioA inh = -4.6&6.3
CN1CCN(c2ccc(Cl)cc2NC(=O)c2ccc(S(=O)(=O)N3CCCCCC3)cc2)CC1 – FBA Mtb inh = 5
Cc1cc(C)cc(-n2c(SCC(=O)Nc3cccc(S(=O)(=O)NC4=NCCCCC4)c3)nc3ccccc3c2=O)c1 – BioA inh = 0.4
Oc1ccccc1CNc1cccc2cccnc12 – Mtb UGM inh = 0.8
O=C(CSc1nnc(-c2cccs2)n1C1CC1)NCC1CCCO1 (centres undefined) – GDH-TPI inh = -13
COc1ccccc1N1CCN(S(=O)(=O)CCNC(=O)c2ccccc2Br)CC1 – PfHsp40 rescue = 0.0

(further entries)
compound	Y pestis TopoI	FBA Mtb inh	Mtb UGM inh	Vc quorum ag	GDH-TPI inh	BioA inh	FadD28 FP inh	TcdB GH inh	PfHsp40 rescue
O=C(COc1ccc2c(-c3ccccc3)cc(=O)oc2c1)NCc1ccccn1	4	15	1.5	-0.5	27	4.1	-3.4	-1.9	0.6
Cc1c(NS(=O)(=O)c2ccc3[nH]c(=O)[nH]c3c2)c(=O)n(-c2ccccc2)n1C	-4	8	-0.9	-0.2	5	.	-1.4	.	0.0
O=C(Nc1ncnc2c1ncn2C1OC(COC(=O)c2ccccc2)C(F)C1O)c1ccccc1 (centres undefined)	10	-3	-1.0	i	-2	13	-6.9	.	0.0
COc1cc(/C=N/N2CCN(Cc3ccccc3)CC2)cc(OC)c1OC(C)=O	-1	-3	-1.0	i	10	-0.7	-3.8	-4.9	-1.2
CC(C)C(=O)c1cn(CC(=O)NCc2ccco2)c2ccccc12	25	-1	-2.0	i	15	-0.6	-17	.	-0.8
CCOC(=O)c1[nH]c2ccc(OC)cc2c1NC(=S)N1CCN(c2cccc(Cl)c2)CC1	20	1	0.8	-0.2	3	.	-3.2	.	-1.6
CC(=O)c1ccc(NC(=O)CN2CCCC2)cc1	1	0	1.6	i	12	2.0	1.6	0.2	-0.3
Cn1ncc([N+](=O)[O-])c1C(=O)N/N=C/c1ccc(F)cc1	-6	3	-1.3	-1.0	11	-0.3	-1.0	0.4	-0.7
CC(Sc1ccc2ccccc2c1)C(=O)NC(N)=O (centres undefined)	7	1	-2.8	-0.2	20	.	-2.2	1.5	0.0
N#CCCn1cc(C(=O)CN2C(=O)NC3(CCCCCC3)C2=O)c2ccccc21	-7	3	.	0.7	14	-1.8	0.4	-0.2	-1.6
Cc1cccc2sc(N(CCCN3CCOCC3)C(=O)CS(=O)(=O)c3ccc(F)cc3)nc12	36	3	0.7	-0.7	7	2.2	2.3	1.4	-0.6
O=C(O)c1ccc(S(=O)(=O)c2ccc3c(c2)C(=O)N(c2ccccc2[N+](=O)[O-])C3=O)cc1	5	-4	0.6	1.9	8	-1.9	-3.2	0.5	-0.9
CN(C)S(=O)(=O)c1cccc(NC(=O)COC(=O)c2cccc(S(=O)(=O)N3CCc4ccccc4C3)c2)c1	12	0	-1.8	-0.6	10	0.1	0.0	-0.3	0.1
C=CCn1c(SCCC#N)nnc1-c1ccncc1	6	2	-1.3	-0.2	-6	-0.4	-2.6	.	-0.1
CCOC(=O)c1cnc(-c2ccccc2)nc1Oc1ccccc1	37	1	4.0	-0.6	2	-1.1	-0.4	.	-0.4
Cc1ccc(-c2cc(C(=O)N/N=C/C=C/c3ccco3)c3ccccc3n2)cc1C	-3	8	-0.3	-0.5	52*	-0.7	-1.9	.	-1.6
Cc1cc(=O)[nH]c(CN2CCOCC2)n1	4	3	-1.2	i	3	0.4	-1.3	-0.3	0.1
CCNC(=O)N(CCOC)CC1CCCN(C2Cc3ccccc3C2)C1 (centres undefined)	3	-1	0.7	-0.7	-7	-2.1	-3.7	1.2	-1.1
COc1ccc(CC(=O)N(C)CC(=O)Nc2ccccc2C(F)(F)F)cc1S(=O)(=O)N1CCOCC1	5	1	0.2	-1.1	-3	-0.5	0.2	.	0.2
Cc1ccc(NC(=O)CSc2nnc(CNC(=O)c3ccco3)n2C)cc1C	5	-3	.	3.5	0	.	-1.5	0.1	1.5
C=CCNC(=O)c1ccccc1NC(=O)COc1ccc(OC)cc1	-4	2	0.6	-3.0	4	.	-0.2	0.6	-1.4
Cn1c(SCC(=O)Nc2ccccc2)nc2c([nH]c3ccccc32)c1=O	-8	-1	1.1	0.1	14	-0.8	-2.0	0.5	-1.4
O=C1c2ccccc2C(=O)N1c1cc([N+](=O)[O-])ccn1	-4	0	0.6	-0.8	16	7.4	-1.4	0.6	-0.1
CC(C)(C)c1cc(C(=O)Nc2cccnc2)cc(C(=O)Nc2cccnc2)c1	5	0	-0.3	i	1	45*	-4.3	0.3	0.5
Cc1cn([C@H]2C[C@H](O)[C@@H](CNCc3ccc4ncccc4c3)O2)c(=O)[nH]c1=O	4	3	.	-0.2	-2	-0.6	-4.8	0.3	.

New compounds follow
compound	Y pestis TopoI	FBA Mtb inh	Mtb UGM inh	Vc quorum ag	GDH-TPI inh	BioA inh	FadD28 FP inh	TcdB GH inh	PfHsp40 rescue
Cc1noc(C)c1CSCC(=O)Nc1ccc(Br)cc1Cl	27	-1	.	i	-7	.	-5.2	2.2	0.9
CC(=O)c1ccc(NS(=O)(=O)c2cc3c(cc2C)N(C(C)=O)CCO3)cc1	3	0	-2.0	-0.1	13	0.5	0.9	1.8	-0.6
Cc1ccc(C)c(NC(=O)C(OC(=O)c2ccc(C)s2)c2ccccc2)c1 (centres undefined)	2	-4	.	i	13	-0.1	-1.5	.	-1.3
Cc1ncc([N+](=O)[O-])n1CC(=O)NCc1ccccc1	-5	1	-1.0	-0.4	27	-3.1	1.8	.	-0.1
Cc1ccc2c(CSc3nnc(C4CC4)n3N)cc(=O)oc2c1C	-1	0	-0.3	0.7	14	-1.3	-5.1	.	0.8
O=C(COc1ccc(Br)cc1Br)NC1CCS(=O)(=O)C1 (centres undefined)	2	3	2.3	i	-1	.	-0.7	1.6	-0.5
CCOC(=O)C1C(=O)CC(C)(O)C(C(=O)OCC)C1c1ccc(C)s1 (centres undefined)	3	-1	-1.4	-9.1	0	-0.8	-3.8	.	0.5

One compound at a time, as listed above. Order of values: Y pestis TopoI, FBA Mtb inh, Mtb UGM inh, Vc quorum ag, GDH-TPI inh, BioA inh, FadD28 FP inh, TcdB GH inh, PfHsp40 rescue
Cc1ccc2c(CSc3nnc(C4CC4)n3N)cc(=O)oc2c1C in the list: -1, 0, -0.3, 0.7, 14, -1.3, -5.1, ., 0.8
Cc1ccc(C)c(NC(=O)C(OC(=O)c2ccc(C)s2)c2ccccc2)c1 (centres undefined) in the list: 2, -4, ., i, 13, -0.1, -1.5, ., -1.3

High-throughput results as filed in PubChem BioAssay.
